# Screens (PubChem)
# BoNT F protease – BoNT F light chain protease inhibition; hit rate 0.22% among 360,000; Multiplex microsphere protease cleavage assay, flow cytometry; inhibition, % at 10 µM; in the data active = inhibition above about 35%, passing the limit was not always enough; inconclusive = no clear call, values can overlap the other calls; also: plate controls were buffer without enzyme for full effect and enzyme alone for no effect
# PrPC surface inh – cell surface PrPC inhibition, primary TR-FRET screen | TR-FRET read-out | AID 720596 | inhibition, % at 13.8 µM | P04156 | hit rate 0.43% among 370,000; in the data active = inhibition above about 24%; also: 0% = median of the test wells and 100% = reference compound wells
# SARS 3CLpro inh – SARS-CoV 3CLpro protease inhibition. AID 1706. recombinant SARS-CoV 3CLpro, quenched FRET peptide cleavage. inhibition, % at 6 µM. hit rate 0.14% among 290,000; in the data active = inhibition above about 12%
# Rv3671c inh – inhibitors of M. tuberculosis serine protease Rv3671c; inhibition, % at 5.96 µM; AID 2606; hit rate 0.048% among 320,000; P9WHR9; in the data active = inhibition above about 38%;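 also: extracellular domain of Rv3671c used as enzyme; 0% = enzyme with DMSO and 100% = no enzyme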
# Target sequence (P9WHR9 whole entry, looked up, the tested form may be a part): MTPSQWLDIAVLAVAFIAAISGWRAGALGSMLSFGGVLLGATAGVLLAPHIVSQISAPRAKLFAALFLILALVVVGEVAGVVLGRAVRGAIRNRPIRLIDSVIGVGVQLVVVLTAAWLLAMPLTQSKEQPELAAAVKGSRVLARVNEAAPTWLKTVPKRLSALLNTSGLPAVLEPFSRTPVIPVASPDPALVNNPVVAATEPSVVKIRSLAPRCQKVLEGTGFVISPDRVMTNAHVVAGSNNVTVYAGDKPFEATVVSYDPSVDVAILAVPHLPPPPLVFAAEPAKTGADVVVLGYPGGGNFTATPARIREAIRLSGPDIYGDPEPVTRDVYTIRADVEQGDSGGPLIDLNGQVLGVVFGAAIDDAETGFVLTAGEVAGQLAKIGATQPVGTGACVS
# BoNT A protease – BoNT A light chain protease inhibition; AID 588499; multiplex microsphere protease substrate cleavage, flow cytometry; inhibition, % at 10 µM; hit rate 0.17% among 360,000; also: plate controls were buffer without enzyme for full effect and enzyme alone for no effect
# MazF activator – increases E. coli MazEF RNase cleavage of RNA; P0AE70; FAM/BHQ RNA-DNA oligo cleavage fluorescence, 5 h; activation, % at 20 µM; hit rate 0.32% among 350,000; AID 504720; in the data active = activation above about 50%
# Target sequence (P0AE70 whole entry, looked up): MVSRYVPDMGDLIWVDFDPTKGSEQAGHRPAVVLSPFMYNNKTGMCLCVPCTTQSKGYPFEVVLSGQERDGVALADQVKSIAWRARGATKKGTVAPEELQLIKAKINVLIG
# DUSP3 inh – DUSP3 (human) phosphatase inhibition; AID 1654; recombinant VHR phosphatase, pNPP absorbance; P51452; inhibition, % at 13.3 µM; hit rate 0.52% among 290,000; in the data active = inhibition above about 50%; also: some compounds called inactive have numbers as strong as hits
# Target sequence (P51452 whole entry, looked up): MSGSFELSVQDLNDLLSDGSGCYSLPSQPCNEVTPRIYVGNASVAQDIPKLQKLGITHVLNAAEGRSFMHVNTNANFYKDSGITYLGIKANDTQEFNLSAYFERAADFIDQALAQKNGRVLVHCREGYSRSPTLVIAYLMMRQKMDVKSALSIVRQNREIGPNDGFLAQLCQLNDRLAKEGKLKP
# Anthrax LF inh2 – anthrax lethal factor protease inhibition; hit rate 0.12% among 360,000; AID 588501; P15917; inhibition, % at 10 µM; multiplex microsphere protease cleavage assay, LF; also: plate controls were buffer without enzyme for full effect and enzyme alone for no effect
# CCHF vOTU inh – CCHFV vOTU protease inhibition | Pep-AMC fluorescence | inhibition, % at 11.5 µM | hit rate 0.55% among 370,000; in the data active = inhibition above about 30%; also: 0% = vehicle wells with enzyme and 100% = no enzyme wells
# SSB-PriA inh – K. pneumoniae PriA-SSBct interaction inhibition | hit rate 0.6% among 430,000 | AlphaScreen SSBct-PriA binding, biotinylated peptide | inhibition, % at 33 µM; in the data active = inhibition mostly above about 37%, no sharp cut-off; inactive = mostly below about 20%;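 also: plate controls were negative control peptide for no effect and reference peptide for full effect; strong numbers were not always called active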
# Starred values were filed as active, the others as inactive; ? = inconclusive; . = no result given. Rule as the data show it, unless noted: active = inhibition above about 30%; inconclusive = no clear call, values can overlap the other calls; inactive = below that.
SMILES,BoNT F protease,PrPC surface inh,SARS 3CLpro inh,Rv3671c inh,BoNT A protease,MazF activator,DUSP3 inh,Anthrax LF inh2,CCHF vOTU inh,SSB-PriA inh
CCn1ncc(Br)c1C(=O)NC(C)c1ccccc1 (centres undefined),-11.8,-6.6,1.0,-11.4,0.7,-1.5,26.7,7.1,-1.1,-19.6
COc1ccc(CCN(Cc2ccccn2)C(=S)Nc2cccc(C)c2)cc1OC,0.0,1.6,-3.3,1.4,-0.2,-0.5,18.4,-3.9,12.0,-16.0
COc1ccc(CCNC(=O)Nc2cc(F)c(F)cc2Cl)cc1OC,-11.4,0.6,0.3,3.3,-0.1,10.3,8.5,4.3,1.0,-4.7
CC(Nc1ccc(Br)cc1)C(=O)N/N=C/c1ccccc1OCc1ccccc1 (centres undefined),.,-1.4,-0.4,-2.8,.,0.7,-8.8,.,-2.5,.
O=C(CSc1nnc2ccccn12)Nc1ccccc1Cl,2.6,1.5,.,-4.2,-0.1,1.6,.,-4.7,1.7,-14.7
CC(=O)Nc1ccc(S(=O)(=O)NCCSCc2ccc(Cl)cc2Cl)cc1,-7.4,11.7,7.7,-31.0,-0.4,0.1,35.1,-3.6,10.9,-4.6
Cc1ccc(C(=O)CCC(=O)NC2CCCC(C)C2C)cc1 (centres undefined),-6.1,-3.7,1.5,0.0,-0.9,-0.1,10.5,-3.2,12.3,1.3
COC(=O)c1[nH]c2c(c1C)C(=O)CC(c1ccc(OC)c(OC)c1)C2 (centres undefined),-10.2,2.6,-8.0,3.4,0.7,7.7,1.9,7.6,-0.2,12.4
O=C1c2ccccc2-c2ccccc2NC1O (centres undefined),-2.0,10.1,.,.,-0.4,10.0,.,-3.3,6.0,.
COc1ccc(CN2C(=O)CC(Cc3cc(C)cc(C)c3)C2=O)cc1OC (centres undefined),-0.4,-3.4,-2.4,8.3,-0.3,13.7,-13.1,1.1,4.9,-2.4
Cc1ccc2nc(SCC(=O)c3ccc(Cl)s3)[nH]c2c1,-1.5,-3.0,-3.7,-7.0,-0.1,-12.8,17.8,-3.1,7.7,-1.8
COc1ccc(C)cc1S(=O)(=O)N1CCCC(N2CCN(c3ccccc3)CC2)C1 (centres undefined),-0.1,4.0,.,.,0.1,5.1,.,-5.9,-6.7,.
CN(C)C(=O)Oc1noc2cc(Cl)ccc12,-4.3,0.2,-3.9,3.9,-0.3,-4.9,8.8,-3.2,-3.6,-17.7
Clc1ccc(C(c2ccc(Cl)cc2)n2cc[n+](CC(OCc3ccc(Cl)cc3Cl)c3ccc(Cl)cc3Cl)c2)cc1 (centres undefined),-48.0,4.6,.,-1.5,-0.2,-136.1,.,-5.9,40.9*,9.6
CCC(CC)c1nnc(NC(=O)c2nn(C)c(=O)c3ccccc23)s1,-2.6,.,0.6,0.8,-0.1,.,25.9,-2.8,.,.
Cc1csc(NC(=O)CSc2nc(C)nc3c2c(=O)n(C)c(=O)n3C)n1,-6.2,7.6,.,11.1,-0.6,6.1,-1.5,-6.3,2.2,-7.0
Cc1ccccc1SCC(=O)OCC(=O)Nc1sccc1C(N)=O,-19.4,2.2,2.9,-10.0,-2.9,-10.0,14.7,0.5,6.7,-5.1
N#Cc1ccc(C(=O)NCC(c2ccco2)N2CCCC2)cc1 (centres undefined),14.0,-4.2,-0.5,0.4,0.2,5.4,17.6,0.3,8.6,-21.8
CC1CCN(C(=O)c2[nH]cnc2C(=O)N[C@@H](CCCCNC(=O)OC(C)(C)C)C(=O)OC(C)(C)C)CC1,-0.4,-7.2,.,-3.3,0.6,-0.1,14.9,-3.6,13.4,31.6
COCCCNCCOCCOc1ccc(Cl)cc1Br,0.8,0.5,0.8,5.8,1.0,7.1,1.3,-1.9,1.4,-10.1

# A draw from above in order of count of non-hydrogen atoms, highest first.
SMILES,BoNT F protease,PrPC surface inh,SARS 3CLpro inh,Rv3671c inh,BoNT A protease,MazF activator,DUSP3 inh,Anthrax LF inh2,CCHF vOTU inh,SSB-PriA inh
Clc1ccc(C(c2ccc(Cl)cc2)n2cc[n+](CC(OCc3ccc(Cl)cc3Cl)c3ccc(Cl)cc3Cl)c2)cc1 (centres undefined),-48.0,4.6,.,-1.5,-0.2,-136.1,.,-5.9,40.9*,9.6
Cc1csc(NC(=O)CSc2nc(C)nc3c2c(=O)n(C)c(=O)n3C)n1,-6.2,7.6,.,11.1,-0.6,6.1,-1.5,-6.3,2.2,-7.0
Cc1ccc2nc(SCC(=O)c3ccc(Cl)s3)[nH]c2c1,-1.5,-3.0,-3.7,-7.0,-0.1,-12.8,17.8,-3.1,7.7,-1.8

# Results in BoNT F protease and PrPC surface inh (two entries from above):
SMILES	BoNT F protease	PrPC surface inh
Cc1csc(NC(=O)CSc2nc(C)nc3c2c(=O)n(C)c(=O)n3C)n1	-6.2	7.6
CC(Nc1ccc(Br)cc1)C(=O)N/N=C/c1ccccc1OCc1ccccc1 (centres undefined)	.	-1.4

# Remaining list, next part:
SMILES,BoNT F protease,PrPC surface inh,SARS 3CLpro inh,Rv3671c inh,BoNT A protease,MazF activator,DUSP3 inh,Anthrax LF inh2,CCHF vOTU inh,SSB-PriA inh
CC(C)(C)c1cc(NCc2ccccn2)n2ncc(-c3ccccc3)c2n1,-16.0,4.5,-3.4,4.8,-1.0,-2.6,27.7,-8.6,0.4,-18.6
N#CC1=C(N)Oc2n[nH]c(-c3ccccc3)c2C1c1cccnc1 (centres undefined),-6.7,-0.6,0.5,-10.2,-0.2,2.1,35.9,-0.9,2.0,-8.6
Cc1ccc(NC(=O)O/N=C/c2ccc(F)cc2)cc1,.,3.1,-0.4,-0.9,.,2.5,6.5,.,-3.8,.
Cc1ccc(C(=O)NC(C(=O)OCc2cn3cc(Cl)ccc3n2)C(C)C)cc1 (centres undefined),-11.2,6.0,.,-3.8,0.1,-4.5,.,-3.1,6.9,-5.9
CC1(C)C(CC2OCC(CN3CCCCC3)O2)[C@H]2CC[C@@H]1C2 (some centres undefined),?,-3.2,-4.0,2.5,-1.0,6.0,20.1,-14.3,-0.8,0.1
CC(C)CC(COCc1ccc([N+](=O)[O-])cc1)N1CCN(C(=O)c2ccc(C(F)(F)F)cc2)CCC1=O (centres undefined),-8.4,-4.4,0.6,1.5,-0.9,-5.0,-3.6,-0.1,11.8,3.3
COc1cccc(N2C(=O)C3CCCN3C2c2ccc(N(C)C)cc2)c1 (centres undefined),-7.1,1.8,0.1,1.2,-1.1,3.0,8.7,-2.1,7.9,4.5
COC(=O)c1cc(C)ccc1OCc1ccc([N+](=O)[O-])cc1,-7.2,4.5,7.3,-6.4,-0.6,-4.3,8.4,1.1,-3.8,-14.3
CCCNC(=O)c1c(N)n(-c2cccc(OC)c2)c2nc3ccccc3nc12,8.0,-5.7,1.9,-5.1,?,3.8,-4.6,7.6,-35.1,-11.5
Cn1c(=O)c2ncn(CC(=O)NC3CCCCCC3)c2n(C)c1=O,-7.3,5.3,1.5,4.2,0.1,9.6,17.2,0.1,21.6,7.0
Cc1ccc(SCc2nc(N)nc(Nc3ccccc3C)n2)cc1C,-3.0,8.6,2.3,-4.7,0.2,3.6,28.2,-1.2,10.8,10.6
CCOC(=S)N/C(=N\S(=O)(=O)c1ccccc1)c1ccccc1,0.7,-0.2,-0.1,1.4,0.5,0.9,13.2,-0.2,-1.4,.
CC12CC3CC(C)(C1)CC(C(O)CN1CCOCC1)(C3)C2 (centres undefined),5.1,-3.0,2.9,6.2,-0.2,0.1,-20.2,2.1,4.8,-12.3
COC(=O)c1c(C)[nH]c(C(=O)COC(=O)CCNS(=O)(=O)c2cccc(C(F)(F)F)c2)c1C,-3.0,4.6,.,-21.9,-0.8,-4.2,.,-1.9,22.8,-2.3
CC1CCC(C(C)C)C(OC(=O)COC(=O)c2ccc(=O)[nH]c2)C1 (centres undefined),19.8,4.0,2.6,0.1,0.4,0.3,-0.7,-3.7,12.7,4.6
Cc1c(NC(=O)C(C)OC(=O)CNC(=O)c2ccccc2)c(=O)n(-c2ccccc2)n1C (centres undefined),-2.7,13.0,2.5,-2.1,0.4,2.3,21.8,7.3,-5.7,-8.3
CC1(C)CC(=O)C2=C(C1)OC(N)=C(C#N)C2Cc1ccccc1 (centres undefined),2.7,1.6,4.9,-2.6,0.7,0.8,-27.1,0.2,11.0,3.6
COC(=O)[C@H](CC(C)C)NCc1cccc(CN[C@@H](CC(C)C)C(=O)OC)c1,-5.1,5.9,-4.4,-2.2,-0.5,3.4,-2.8,1.6,19.2,-15.8
Cc1cccc(N(CC(=O)NC2CCCC2)C(=O)CCC(=O)Nc2cc(C)on2)c1,30.4,6.4,-2.1,-12.0,6.1,2.0,15.8,8.4,6.8,-6.0
Cc1cc(CNC(=O)c2ccc3oc(C(C)C)nc3c2)nn1C,-0.5,0.4,-0.1,6.6,1.0,5.4,9.1,2.0,11.6,-7.7
O=C(Cc1ccccc1)NC(NC(=S)Nc1cc(Cl)ccc1Cl)C(Cl)(Cl)Cl (centres undefined),0.7,4.3,2.9,-28.2,0.9,-2.2,3.6,-3.2,0.8,-4.7
COC(=O)C1CCN(C(=O)COC(=O)CSc2ccc(C(N)=O)cc2[N+](=O)[O-])CC1,-2.1,-13.6,.,8.5,-1.8,0.2,.,3.4,-0.2,1.2
O=C(CCC1CCCCC1)Nc1ccccc1C(=O)N1CCOCC1,-4.5,-5.9,1.5,1.8,-0.2,-7.8,12.9,1.8,-2.1,-6.6
CCOC(=O)N1CCC(NC(=O)c2ccc(Cl)cc2)CC1,?,6.3,0.3,1.8,-11.0,8.7,11.6,-31.9,-5.7,2.0
Cc1oc2c(c1C(=O)Nc1cccc3ccccc13)CCCC2,8.0,-0.7,-2.1,-0.1,-0.5,-0.7,5.7,-2.9,6.1,-6.7
CCOc1ccccc1C=C1SC(=S)N(CC)C1=O,1.5,7.2,.,.,2.3,0.4,.,3.4,7.3,3.1
Cc1ccc(N2C(=O)CC(N3CCN(c4ccc(F)cc4)CC3)C2=O)c(C)c1 (centres undefined),-6.1,7.8,-6.7,1.8,-1.1,2.2,8.8,-7.3,-7.5,-7.3
CC(C)CNC(=O)CSc1ccc(S(=O)(=O)N2CCN(C)CC2)cn1,-12.1,-1.3,.,-8.0,-0.7,4.9,.,-2.8,7.5,-14.6
COc1ccc(C(NC(=O)C2CCN(CCOc3ccc(Cl)cc3Cl)CC2)c2cccs2)cc1 (centres undefined),-12.1,-17.0,.,.,-1.3,.,.,2.4,-5.8,.
O=C(COc1cccc(Br)c1)N/N=C1\CCSC1,3.8,-5.2,3.8,-6.8,-1.2,2.3,21.7,-5.8,-20.0,.
Cc1nnc(N2C(=O)C(O)=C(C(=O)c3ccco3)C2c2ccc(C(C)C)cc2)s1 (centres undefined),3.1,2.4,-0.2,3.4,0.4,62.3*,-14.3,3.0,-0.7,-2.9
Cc1nn(C)cc1C(C(=O)NC1CCCCC1)N(CCc1ccccc1)C(=O)c1cnccn1 (centres undefined),-0.9,-3.3,2.7,2.3,-0.3,-18.7,16.4,5.5,-1.9,-4.9
O=C(Nc1ccccc1C(=O)NCC1CCCO1)c1ccc(Cl)cc1 (centres undefined),0.1,2.7,-0.9,-11.1,2.2,5.5,32.2,-2.0,9.2,-17.6
CCCn1c(SCC(=O)NC(C)C23CC4CC(CC(C4)C2)C3)n[nH]c1=O (centres undefined),1.4,-3.3,0.2,-1.0,0.2,7.4,-8.0,3.1,12.4,0.5
NS(=O)(=O)c1ccc(NC(=S)N2CCC(Cc3ccccc3)CC2)cc1,-25.5,5.4,3.4,-7.6,-1.9,4.4,31.9,-2.4,-12.6,18.5
N#C/C(=C\c1c(N2CCC(C(N)=O)CC2)nc2ccccn2c1=O)C(=O)NCc1ccco1,-3.6,-16.4,-2.0,0.3,0.1,7.6,23.7,0.8,-17.1,8.9

# The list is partial. The share of hits here may be higher or lower than overall.
